Assay outcomes from PubChem.
Kir21 inh: Kir2.1 (mouse) channel inhibition. P35561. HEK293-Kir2.1, FluxOR thallium flux fluorescence; hits give low values. B-score at 10 µM. 310,000 tested, 0.85% active. AID 1672;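 active means fluorescence ratio B-score at or below minus 3 SD of library scores, with starting-brightness B-score within 2 SD, cut at about -4.2 in these data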;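 further: channel flux triggered by added potassium and thallium sulfate stimulus; B-score of peak minus minimum fluorescence over baseline after thallium stimulus; more negative B-score means stronger Kir2.1 block with less thallium influx; some compounds called inactive have numbers as strong as hits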
Target sequence (P35561 whole entry, looked up): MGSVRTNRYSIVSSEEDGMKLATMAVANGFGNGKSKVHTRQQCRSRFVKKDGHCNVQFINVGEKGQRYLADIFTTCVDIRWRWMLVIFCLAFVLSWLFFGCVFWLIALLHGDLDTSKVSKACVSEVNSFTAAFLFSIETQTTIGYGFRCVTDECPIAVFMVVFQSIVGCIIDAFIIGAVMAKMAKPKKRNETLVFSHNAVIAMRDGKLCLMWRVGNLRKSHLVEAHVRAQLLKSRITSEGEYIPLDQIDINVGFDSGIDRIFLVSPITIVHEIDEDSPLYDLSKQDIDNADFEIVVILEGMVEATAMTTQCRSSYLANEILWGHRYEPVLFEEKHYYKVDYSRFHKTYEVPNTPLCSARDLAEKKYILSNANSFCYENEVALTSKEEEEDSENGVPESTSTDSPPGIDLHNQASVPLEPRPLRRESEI
KCNQ2 inh: KCNQ2 potassium channel inhibitors, primary screen, cell-based, CHO-K1, FluxOR thallium flux, B-score (AID 2156); 310,000 tested, 1.1% active; B-score at 10 µM; O88943; 20 min; hits give low values;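 active means fluorescence ratio B-score at most minus 3 library SDs, with starting brightness B-score within 2 library SDs, cut at about -5.5 in these data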
CHT inh: human CHT choline transport inhibition. Q9GZV3. CHT-expressing cells, membrane potential dye, choline response; hits give low values. 310,000 tested, 0.86% active. B-score at 10 µM;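 active means B-score over 3 SD under the library average, and starting fluorescence ratio not unusually high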;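 further: choline stimulus applied at its EC90 after an EC20 pre-addition; B-score computed on integrated fluorescence ratio after choline addition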
Target sequence (Q9GZV3 whole entry, looked up): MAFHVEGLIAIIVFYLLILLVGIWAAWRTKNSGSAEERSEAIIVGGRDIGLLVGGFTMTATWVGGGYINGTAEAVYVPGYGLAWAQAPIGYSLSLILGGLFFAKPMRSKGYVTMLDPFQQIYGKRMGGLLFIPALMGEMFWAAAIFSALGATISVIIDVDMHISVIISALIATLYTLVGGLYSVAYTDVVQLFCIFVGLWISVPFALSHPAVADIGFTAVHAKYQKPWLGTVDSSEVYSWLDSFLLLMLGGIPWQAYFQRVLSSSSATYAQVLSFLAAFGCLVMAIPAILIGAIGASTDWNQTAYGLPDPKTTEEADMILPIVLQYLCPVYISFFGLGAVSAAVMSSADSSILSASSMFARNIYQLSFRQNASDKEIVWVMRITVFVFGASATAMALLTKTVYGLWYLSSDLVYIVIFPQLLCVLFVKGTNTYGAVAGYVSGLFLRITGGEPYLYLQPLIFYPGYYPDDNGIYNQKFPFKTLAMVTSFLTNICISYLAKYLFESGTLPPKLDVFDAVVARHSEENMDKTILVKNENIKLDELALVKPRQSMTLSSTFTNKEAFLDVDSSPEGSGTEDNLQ
The depositor's hits bear a star; i = inactive; . = not tested or not shown.

SMILES	Kir21 inh	KCNQ2 inh	CHT inh
CCOC(=O)c1cnc2c(ccc3ccccc32)c1N	-0.93	i	i
COC(=O)c1cccc(COC(=O)c2cccnc2SC)c1	-0.02	i	i
Cc1c(C)c2ccc(OCC(=O)Nc3ccccc3C(N)=O)cc2oc1=O	0.65	i	i
C=CCN(C(=O)C1CSC2(C)CCC(=O)N12)c1nc(-c2ccccc2)cs1 (configuration not stated)	0.89	i	i
O=C(OC(C(=O)Nc1ccc([N+](=O)[O-])cc1Br)c1ccccc1)c1ccccc1 (configuration not stated)	-3	i	i
COc1ccc(OC)c(S(=O)(=O)N2CCN(c3c(C)cccc3C)CC2)c1	1.8	i	i
Cc1ccc(C(=O)Nn2cnnc2)cc1	0.64	i	i
CCOCC(=O)Nc1cccc(Br)c1	0.52	i	i
CCc1cccc(CN2CCC(CNC(=O)Nc3ccc(Cl)cc3)CC2)c1	0.6	i	i
COc1ccccc1NC(=O)Nc1cc(C(C)C)ccc1C	1.1	i	.
CC(=O)OC1c2ccccc2C(=O)N1Cc1ccccc1Cl (configuration not stated)	-1.3	i	i
O=C(N1CCOCC1)N1CCN(S(=O)(=O)c2cccc([N+](=O)[O-])c2)CC1	0.52	i	i
CC(C)c1ccc(NC(=O)CSc2n[nH]c(=O)n2Cc2ccco2)cc1	1.5	i	i
Cc1ccc2[nH]cc(CCNC(=O)C3CCCO3)c2c1 (configuration not stated)	-0.05	i	i
COc1ccc(C(=O)N2CCN=C2SCc2cccnc2)cc1OC	0.04	i	i
CCC(C(=O)NCC1CCCO1)N(Cc1ccccc1)C(=O)CNS(=O)(=O)c1ccccc1 (configuration not stated)	1.4	i	i
COc1ccc(/C=C/C(O)=C2/C(=O)NC3(C)CC2c2ccccc2O3)c(OC)c1OC (configuration not stated)	-1.5	i	i
CCCCn1nnnc1NCc1ccc(OC)c(OC)c1OC	0.01	i	i
CC1=NN(C(C#N)c2ccccc2C)C(C)(C)C1 (configuration not stated)	-0.01	i	i
C=CCn1c(CNC(=O)CCC)nc2ccccc21	0.1	i	i
CSCC[C@H](NC(=O)c1ccco1)c1nnc2ccccn12	1.4	i	i
O=C(Cc1ccccc1)NCCN1CCCC1	0.8	i	i
Cc1cc(C)c(NC(=O)C2CCCCN2C)c(C)c1 (configuration not stated)	-0.49	i	i
CC(=O)c1ccc(NC(=O)C2CCCN(S(=O)(=O)c3ccc(-n4cnnn4)cc3)C2)cc1 (configuration not stated)	0.4	i	i
Cn1c(=O)c2c(nc(N/N=C/c3ccc(OC(=O)c4ccco4)cc3)n2Cc2ccccc2)n(C)c1=O	-0.26	i	i
CCOC(=O)C(NC(=O)Nc1ccc(F)cc1F)(Oc1ccc(F)cc1)C(F)(F)F (configuration not stated)	0.76	i	i
Cc1ccc(NS(=O)(=O)c2c(C)[nH]c(C)c2C(=O)N2CCCC2)cc1	-0.69	i	i
O=C(Nc1cccc2cccnc12)c1ccccc1Cl	-0.43	i	i
Cc1ccc(N=C2NC(=O)CS2)c(C)c1	2.1	i	i
CC1CCc2c(sc3nc(SCC(=O)O)n(-c4ccccc4)c(=O)c23)C1 (configuration not stated)	1.1	i	i
CCOC(=O)c1nn(-c2cccc(C)c2)c2nc(-c3ccccc3)c(C#N)c(=O)n12	-0.27	i	i
COc1ccc(O[C@H]2C=C[C@@H](c3ccccc3)O[C@@H]2COC(=O)CC/C(C)=N/OC[C@@H](O)[C@H]2O[C@@H]3OC(C)(C)O[C@@H]3[C@H]2O)cc1	-1.1	i	i
O=C(C1COc2ccccc2O1)N1CCn2c(nc3ccccc32)C1 (configuration not stated)	-0.2	i	i
CCC(C)NC(=O)CSc1nc2ccccc2c(=O)n1-c1c(C)n(C)n(-c2ccccc2)c1=O (configuration not stated)	0.16	i	i
O=C(O)c1ccc2c(c1)ncn2C1CCCC1	-0.74	i	i
CCn1nc(C)cc1-c1nnc(SCC(=O)Nc2ccccc2)n1CCCOC	0.2	i	i
O=C(CSc1nnc(-c2cccnc2)n1Cc1ccco1)c1ccc2ccccc2c1	0.75	i	i
Cc1cc(NC(=O)c2cc(-c3ccccc3Cl)nc3ccccc23)no1	-0.26	i	i
COc1ccc(-c2nnc(-c3ccc(N)cc3)o2)cc1	-1	i	i
Cc1ccc(N=Cc2nc(-c3ccco3)oc2O)cc1	1	i	i
CCOC(=O)Cn1c(=NC(=O)CSC(C)=O)sc2cc(F)ccc21	-0.19	i	i
Cn1c(SCC(N)=O)nnc1-c1cnccn1	-2.1	i	i
O=C(COc1ccc([N+](=O)[O-])cc1)Nc1ccc(C(=O)Nc2ccccc2C(=O)O)cc1	-0.03	i	i
Cn1nc(-c2ccc(Cl)cc2)c2cc(C(=O)N3CCCC3)sc21	-1.3	i	i
O=S(=O)(NC1CCCCC1)c1cccc2nsnc12	-1.8	i	i
Cc1ccc2nc(-c3ccc(NC(=O)CSc4ccccc4)cc3)[nH]c2c1	1.6	i	i
COc1ccccc1Cn1c(=S)[nH]c2cc(C(=O)NCCCN3CCOCC3)ccc2c1=O	-1.8	i	i
CC1Cc2ccccc2N1C(=O)Cn1nnc(-c2ccccc2NC(=O)C2CCC2)n1 (configuration not stated)	0.12	i	i
CCOC(=O)c1ccccc1NC(=O)COC(=O)CCC(=O)c1ccc(C)cc1	-1.7	i	i
CCNc1nc(NCC)nc(ON=C(C)C)n1	-0.25	i	i

(continued)
SMILES	Kir21 inh	KCNQ2 inh	CHT inh
COc1ccc(NC(=O)CSc2nccn2Cc2ccc(F)cc2)c(OC)c1	-1.5	i	i
CCOc1ccc(CCNC(=O)c2ccccc2OCc2c(C)noc2C)cc1OCC	-2.2	i	i
CCN(C(=O)/C=C/c1ccc(OC)cc1)C1CCS(=O)(=O)C1 (configuration not stated)	0.11	i	i
CC(NC(=O)c1ccccc1SCC(=O)N1CCCC1)c1ccccc1 (configuration not stated)	0.39	i	i
COc1ccc(Cc2nnc(SC)[nH]c2=O)cc1OC	0.67	i	i
C/C(=N\NC(=O)C1CC1)c1ccc2c(c1)OCCO2	0.13	i	i
O=C1c2ccc([N+](=O)[O-])cc2C(=O)N1c1c[nH]c(=O)[nH]c1=O	-0.91	i	i
CCN1CCN(C(=O)c2nn(C)c3c2CS(=O)(=O)c2ccccc2-3)CC1	-2.1	i	i
Cc1nc(-c2ccccc2)sc1C(=O)/C=C/N(C)C	0.73	i	i
Cc1nc(OCc2ccccc2)c2ccccc2n1	0.7	i	i
Nc1nnc(COc2cccc(C(F)(F)F)c2)s1	-0.81	i	i
CC(=O)c1ccc(N2C(=O)NC3(CCCCC3)C2=O)cc1	0.55	i	i
Cc1ccc(S(=O)(=O)N(CC(=O)NCC2CCCO2)C2CCCCC2)cc1 (configuration not stated)	-2.2	i	i
CCOC(=O)CNC(=O)CSc1ncnc2c1cnn2-c1ccc(Cl)cc1	0.48	i	i
CCCn1c(CCC(=O)O)nc2cc(S(=O)(=O)N(CC)CC)ccc21	0.81	i	i
COc1ccc(C(C)=O)cc1CSc1ncccn1	1.4	i	i
C#CC(CC)(CC)NC(=O)c1nn(-c2ccccc2Cl)c(C)cc1=O	-0.71	i	i
Cc1nn(-c2ccccc2)c(C)c1NC(=O)COC(=O)/C=C/c1ccccc1	-1.2	i	i
CC(C)CN1CCN(Cc2nc3ccccc3s2)CC1CCO (configuration not stated)	-0.03	i	i
COc1ccc(Nc2nc3ccccc3nc2-n2nc(C)cc2C)cc1	-0.04	i	i
c1ccc(Cc2nc3ccccc3o2)cc1	0.11	i	i
O=C(Cc1n[nH]c(=O)c2ccccc12)OCC(=O)c1ccc(F)cc1	0.09	i	i
COC(CNC(=O)c1cc(C)nn1-c1ccccc1)OC	0.5	i	i
O=C(CSc1ccc(-c2ccc(Cl)cc2)nn1)N1CCCc2ccccc21	1.3	i	i
CCOc1ccc(C(=O)COC(=O)C2CCN(c3ccc(C(F)(F)F)cn3)CC2)cc1	-0.08	i	i
COc1ccc2cc(C(=O)N3CCOCC3)sc(=O)c2c1OC	0.03	i	i
O=C(O)c1cccnc1C(=O)N1CCc2c([nH]c3ccccc23)C1C(F)(F)F (configuration not stated)	-0.27	i	i
O=C(NCc1ccc(N2CCCC2=O)cc1)c1ccc(F)cc1	-0.01	i	i
Cc1cccc(NC(=O)c2ccc(NS(=O)(=O)c3c(C)noc3C)cc2)c1	-0.54	i	i
Cc1cccc(Nc2nc(-c3ccccc3)cs2)n1	-0.58	i	i
COC(=O)c1[nH]c2cc(OC)ccc2c1NC(=O)CCN1CCN(Cc2ccc3c(c2)OCO3)CC1	0.46	i	.
COC(=O)/C=C1/SC(=NC(=O)c2cccc([N+](=O)[O-])c2)NC1=O	-0.24	i	i
N#C/C(=C\c1ccc(O)cc1)C(=O)NCc1cccc(Cl)c1	0.98	i	i
CCO[C@H]1OC(C(=O)NCc2ccccc2)=C[C@@H](c2ccc(Br)cc2)[C@@H]1CCCO	-0.35	i	i
CCOc1cc(C(c2c(C)[nH][nH]c2=O)c2c(C)[nH][nH]c2=O)ccc1OS(=O)(=O)c1ccccc1	0.03	i	i
CCCCN(C)CCC(=O)Nc1ccc(C)cc1	0.75	i	i
Cc1ccccc1NC(=O)Cc1nc(COC(=O)c2cc([N+](=O)[O-])ccc2N)cs1	1.1	i	i
CCOC(=O)c1sc(N)nc1-c1ccccc1	0.26	i	i
CCC(C)NS(=O)(=O)c1cc2c3c(c1)CCN3C(=O)CC2 (configuration not stated)	-1.9	i	i
Cc1cc(C)c(NC(=O)CS(=O)CC(=O)Nc2ccc(F)cc2F)c(C)c1 (configuration not stated)	0.36	i	i
O=C(CC1CCCCC1)OCn1nnc2ccccc2c1=O	0.99	i	i
CCOC(=O)c1c(NC(=O)CSc2nnc(-c3cccc(C)c3)n2CC)sc(C(C)=O)c1C	0.73	i	i
Cc1[nH]c2ccccc2c1NC(=O)CN1CCN(Cc2ccc3c(c2)OCO3)CC1	-0.64	i	.
COc1ccc(-n2c(C)n[nH]c2=O)cc1OC	-1.1	i	i
Cc1ccccc1N1C(=O)C(Cl)=C(N2CCN(c3ccccc3)CC2)C1=O	0.42	i	i
COc1cc(/C=N/NC(=O)CCc2c(C)n[nH]c2C)cc(OC)c1OC	-2.1	i	i
C=C(C)COc1ccc(-c2nc(N)nc(C(F)(F)F)c2-c2ccc(OC)cc2)c(O)c1	0.01	i	i
O=C(NCc1ccc2c(c1)OCO2)c1cc(-c2cc(Cl)ccc2O)n[nH]1	1.7	i	i
O=c1cc(-c2ccccc2)nc2c(-c3ccccc3)c(C(F)(F)F)[nH]n12	-0.04	i	-5.7*
CNC(=O)c1[nH]cnc1C(=O)Nc1ccccn1	0.29	i	i

Continuation:
SMILES	Kir21 inh	KCNQ2 inh	CHT inh
COc1cc(C(=O)Nc2nnc(CC(C)C)s2)c([N+](=O)[O-])cc1OC	1.2	i	i
Cc1ccccc1NC(=O)CCC(=O)N/N=C/c1cccnc1	-0.26	i	i
CC1=C(C(=O)OC(C)C)C(c2cccs2)NC(=O)N1 (configuration not stated)	1	i	i
COc1ccc(C(=O)C2CCCN(C(=O)c3cccs3)C2)cc1F (configuration not stated)	-1.3	i	i
Cc1oc(C(=O)O)cc1COc1cccc2ccccc12	-0.17	i	i
Nc1nc(-c2ccccc2)c(N=Nc2ccccc2Cl)s1	-0.3	i	i
O=C(CNS(=O)(=O)c1ccc2ccccc2c1)OCc1csc(-c2ccccc2)n1	-1.3	i	i
CCOc1ccccc1C(=O)Nc1cc(C)ccc1NC(=O)c1ccco1	0.25	i	i
Cn1nnnc1SCC(=O)NC1CCCc2ccccc21 (configuration not stated)	0.32	i	i
Cn1cccc1C(=O)N1CCN(S(=O)(=O)c2ccccc2)CC1	-0.81	i	i
Cc1cc(C)c2[nH]c(=O)c(C(c3nnnn3Cc3ccc4c(c3)OCO4)N3CCC(C)CC3)cc2c1 (configuration not stated)	1.1	i	i
CCOc1ccc(CCNC(=O)c2sc3nc4n(c(=O)c3c2C)CCC4)cc1	-0.34	i	i
Cc1cc(NC(=O)CC(C)C)c(=O)n(Cc2ccccc2F)c1	0.23	i	i
N#Cc1nc(-c2ccc(Cl)cc2)oc1NCCc1ccccn1	-0.57	i	i
O=c1[nH]cnc2c1sc1nc(-c3ccccc3)c3c(c12)CCCC3	0.11	i	i
O=c1c(-c2nnc(SCc3ccc(Cl)cc3)o2)cccn1Cc1ccccc1	0.72	i	i

Compound profiles, from the list above. Screens in order: Kir21 inh	KCNQ2 inh	CHT inh
COc1ccc(OC)c(S(=O)(=O)N2CCN(c3c(C)cccc3C)CC2)c1 across the screens: 1.8	i	i
CCOC(=O)c1cnc2c(ccc3ccccc32)c1N across the screens: -0.93	i	i
CCC(C)NS(=O)(=O)c1cc2c3c(c1)CCN3C(=O)CC2 (configuration not stated) across the screens: -1.9	i	i
C=C(C)COc1ccc(-c2nc(N)nc(C(F)(F)F)c2-c2ccc(OC)cc2)c(O)c1 across the screens: 0.01	i	i
CCOC(=O)Cn1c(=NC(=O)CSC(C)=O)sc2cc(F)ccc21 across the screens: -0.19	i	i

Some of the entries above, reformatted:
SMILES | Kir21 inh | KCNQ2 inh | CHT inh
Cc1cc(C)c2[nH]c(=O)c(C(c3nnnn3Cc3ccc4c(c3)OCO4)N3CCC(C)CC3)cc2c1 (configuration not stated) | 1.1 | i | i
Cc1cc(NC(=O)CC(C)C)c(=O)n(Cc2ccccc2F)c1 | 0.23 | i | i
O=c1c(-c2nnc(SCc3ccc(Cl)cc3)o2)cccn1Cc1ccccc1 | 0.72 | i | i
